PTEN del growth – PTEN-deleted cell growth suppression. HCT116 PTEN-null viability, CellTiter-Glo, 60 h; stronger effect = lower value. viability, % at 10 µM. actives 1.2% (n = 140,000). AID 827;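 active = viability at or below a set limit, 4 SD under the median of all tested compounds, cut at about 3.7% in these data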;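 also: PTEN knockout HCT116 line with beta catenin targeted HCT116 as companion control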
Measles CPE – protection of cells from measles virus | Measles virus-infected cells, CPE protection, absorbance | protection (pct of control), % at 4 µM | actives 1.5% (n = 140,000); in the data active = protection mostly above about 24%, no sharp cut-off; inactive = mostly below about 26%; also: some compounds called inactive have numbers as strong as hits
NPY-Y2 antag – blocks the human neuropeptide Y Y2 receptor. P49146. NPY-Y2 expressing cells, antagonist mode. AID 793. inhibition, % at 2.7 µM. actives 0.99% (n = 140,000); in the data active = inhibition above about 17%;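 also: 0% = vehicle with agonist challenge and 100% = reference antagonist with challenge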
Target sequence (P49146 whole entry, looked up): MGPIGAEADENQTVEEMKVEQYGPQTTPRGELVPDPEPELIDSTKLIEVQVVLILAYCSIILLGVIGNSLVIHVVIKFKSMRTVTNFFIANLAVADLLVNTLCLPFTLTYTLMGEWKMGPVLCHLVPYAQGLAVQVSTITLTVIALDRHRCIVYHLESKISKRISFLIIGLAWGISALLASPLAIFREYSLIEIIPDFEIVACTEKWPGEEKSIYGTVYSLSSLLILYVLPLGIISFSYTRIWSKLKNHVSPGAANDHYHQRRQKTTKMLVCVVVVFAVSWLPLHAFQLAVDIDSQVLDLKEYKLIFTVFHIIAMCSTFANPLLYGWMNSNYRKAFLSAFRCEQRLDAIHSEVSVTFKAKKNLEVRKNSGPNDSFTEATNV
BB579 growth dn – yeast BB579 growth reduction in restrictive medium; S. cerevisiae BB579 growth, OD615, 48 h; inhibition, % at 10 µM; actives 0.51% (n = 140,000); AID 804;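 active = inhibition above a set limit, 3 SD over the mean compound inhibition, cut at about 44% in these data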; also: inactives centre near -24
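Material: Saccharomyces cerevisiae DeaD strain BB579, replicative lifespan model yeast; buffer or medium: CSMM-D restrictive synthetic medium containing dextrose (glucose); compound: 10 µM single dose, DMSO 0.25%; timing: 48 h compound exposure at 30 °C after 4 h preincubation; signal: turbidity as optical density at 615 nm; benchmarks: positive control amphotericin B 10 µg/mL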
Phagocytosis inh – blocks phagocytosis by macrophages; inhibition, % at 5 µM; AID 1029; actives 0.07% (n = 110,000); J774A.1 macrophage IgG-bead phagocytosis, imaging;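 active = inhibition above the mean of the plate negative controls plus 5 SD, cut at about 13% in these data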;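 also: phagocytic index as fraction of beads internalized from green versus red external bead signal; plate controls were DMSO negative control for no effect and cytochalasin-D positive control for full effect; some results beyond the cut were filed as inactive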
HCT116 bCat-KO – beta-catenin-lacking colon tumor cell growth suppression. HCT116 beta-catenin knockout viability, CellTiter-Glo, 60 h; stronger effect = lower value. viability, % at 10 µM. actives 1.5% (n = 140,000). AID 818;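 active = viability at or under a set limit, the compound median less 4 SD, cut at about 6% in these data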;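 also: 0% = Hyamine 1622 control at 20 µM and 100% = untreated cell control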
MRP1 act – MRP-1 activation. H69AR cells + doxorubicin, viability rescue, CellTiter-Glo. viability increase, % at 10 µM. actives 0.61% (n = 140,000). AID 799;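 active = viability gain under doxorubicin at or above a set limit, the compound median plus 3 SD, cut at about 4.7% in these data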;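 also: MRP-1 overexpressing cells given doxorubicin 25 µM after compound pretreatment; 18-22 h compound pretreatment then 72 h with doxorubicin before readout; 0% = doxorubicin-only wells and 100% = vehicle-treated cells without doxorubicin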
Yeast life ext – yeast lifespan extension; AID 775; actives 0.68% (n = 130,000); inhibition of the nicotinamide effect, % at 10 µM; S. cerevisiae growth with nicotinamide, OD615; deaD strain in restrictive glucose medium;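 active = inhibition above a set limit, placed 3 SD over the median of all compounds, cut at about 26% in these data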;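 also: 0% = nicotinamide-treated wells and 100% = cells grown without nicotinamide; some compounds called inactive have numbers as strong as hits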
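assay system = DeaD-strain S. cerevisiae | buffer or medium = restrictive glucose medium | reagent = 1.5 mM nicotinamide | compound = 10 µM single point, 0.25% DMSO | incubation = 48 h compound exposure at 30 °C, humidified | signal = OD615 measurement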
E-sel TNF inh – blocks E-selectin expression induced by TNF alpha; HUVEC TNFa-induced E-selectin immunofluorescence, high content; inhibition, % at 2 µM; actives 0.71% (n = 120,000); AID 1246;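 active = inhibition above the batch mean plus 3 SD, and confirmed as a hit on visual image review, cut at about 43% in these data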;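 also: 0% = TNF-stimulated DMSO wells and 100% = unstimulated control wells; not every result past the cut was called active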
GALR2 antag – GALR2 (human) receptor antagonism. O43603. GALR2-expressing cells, antagonist mode. inhibition, % at 4 µM. actives 0.39% (n = 140,000); in the data active = inhibition above about 27%;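 also: cells stimulated with galanin 1-16 at roughly its EC80; 0% = agonist challenge control and 100% = basal control without agonist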
Target sequence (O43603 whole entry, looked up): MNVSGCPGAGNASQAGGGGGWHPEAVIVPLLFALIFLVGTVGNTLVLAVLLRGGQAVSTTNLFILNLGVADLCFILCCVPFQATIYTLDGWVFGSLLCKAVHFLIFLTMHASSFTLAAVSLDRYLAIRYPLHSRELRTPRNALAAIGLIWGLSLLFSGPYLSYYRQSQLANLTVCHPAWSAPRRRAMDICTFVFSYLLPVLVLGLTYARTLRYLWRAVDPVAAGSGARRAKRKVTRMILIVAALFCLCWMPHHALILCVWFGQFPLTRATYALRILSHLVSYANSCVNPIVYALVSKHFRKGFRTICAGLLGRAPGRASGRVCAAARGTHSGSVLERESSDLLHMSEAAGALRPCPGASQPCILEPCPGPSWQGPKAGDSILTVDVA
* = called active by the depositor; · = no result given. Not a hit list; any-hit rate near 6.1%.

canonical_smiles	PTEN del growth	BB579 growth dn	Measles CPE	NPY-Y2 antag	Phagocytosis inh	HCT116 bCat-KO	E-sel TNF inh	GALR2 antag	Yeast life ext	MRP1 act
CCC1(C)N(O)C(C)(C)C(c2ccc(OC)cc2)=[N+]1[O-] (stereo unspecified)	98	1	7	2	0	94	·	8	-3	-2.1
Cc1ccc2c(CC(=O)O)coc2c1	103	-4	7	12	1	91	4	-4	-8	-0.8
CCOc1ccc(S(=O)(=O)Nc2cc(Cl)ccc2O)cc1	59	-2	11	1	-1	61	-8	-5	-10	-1.2
CSc1nc(-c2ccco2)nn1C(=O)Cc1ccccc1	96	-24	9	3	-1	102	14	-22	-6	-2.1
C=CCn1c(Cc2nc3ccc(Cl)cc3[nH]2)n[nH]c1=S	95	-22	15	0	0	100	17	0	-5	-2.2
CC(=O)Nc1nc(C)c(-c2csc(Nc3ccc(O)cc3)n2)s1	18	-4	6	1	-1	13	25	0	-19	-6.8
COc1cccc(CSc2nc3sc(C)c(C)c3c(=O)n2Cc2ccco2)c1	56	-27	1	7	0	57	·	5	2	0.6
O=C(Oc1cccc2ccccc12)c1cc(Cl)nc2ccccc12	92	-3	7	2	-10	98	30	-2	-1	-4.0
CCOC(=O)c1c(NC(=O)COC(=O)c2cc(OC)c(OC)cc2[N+](=O)[O-])sc(C)c1C	91	-34	19	2	-1	90	·	-5	4	-2.1
COc1ccc(N2CCN(C(=O)CC(NC(N)=O)c3cccc(Oc4ccccc4)c3)CC2)cc1 (stereo unspecified)	94	-33	17	2	1	93	·	-3	-5	-2.8
Cc1nc2cccc(C(=O)NCc3ccccc3)c2o1	86	-23	4	-2	1	83	·	-4	-33	-2.4
CCOc1ccc(OC(=O)C(CCS(C)(=O)=O)N2C(=O)c3ccccc3C2=O)cc1 (stereo unspecified)	94	-83	21	3	0	99	2	-10	8	-1.2
C=CCn1c(SCC(=O)NCc2ccco2)nc2sc3c(c2c1=O)CCC3	102	-12	18	3	0	91	·	0	-4	-2.4
Cc1nn(C)c(Oc2ccccc2)c1CCNS(=O)(=O)c1ccc(Cl)cc1	61	-2	-2	2	0	68	·	5	-14	-3.6
COc1cc2c3nnc(-c4ccc(F)cc4)c-3cn(Cc3cccc(C)c3)c2cc1OC	74	-8	6	5	0	82	-11	-3	0	-4.0
CNc1nc(Sc2cccc(C(F)(F)F)c2)cc(C(F)(F)F)n1	93	-37	7	6	·	105	4	-4	-23	-2.8
CC(=O)Nc1ccc(N2CCCCC2)cc1	102	-37	5	0	·	93	20	11	-14	-1.8
CCCCc1[nH]nc2c1C1(C(=O)N(CC)c3ccccc31)C(C#N)=C(N)O2 (stereo unspecified)	106	-44	1	-2	0	97	15	2	32	-1.0
CCOc1ccccc1N(CC(=O)O)S(=O)(=O)c1ccc(C)cc1	84	-4	7	0	-2	95	5	-1	-10	-1.1
C/C(=N\NC(=O)c1ccc(CSc2cccc3cccnc23)cc1)C1CCCCC1	101	71*	12	2	2	96	-10	7	-4	0.0
COc1ccc(S(=O)(=O)N(C)C)cc1NCC(=O)Nc1ccc(Br)cc1F	90	-13	21	1	-8	90	-1	-7	0	0.6
CCOc1ccc(NC(=O)c2cccnc2Cl)c([N+](=O)[O-])c1	98	-26	21	-1	-5	86	·	1	-5	-2.5
Cc1ccc(-c2nnc(SCC(=O)N3CCCc4ccccc43)n2N)cc1	90	-7	16	2	1	90	-21	6	-5	-0.8
CC1CCCC(C)N1C(=O)Nc1cccc(Cl)c1 (stereo unspecified)	107	-5	6	3	2	98	·	1	-11	1.1
Cc1ccc2c(c1)N(Cc1ccc3c(c1)OCO3)C(=O)C(C)O2 (stereo unspecified)	95	-11	4	5	0	92	·	9	-16	-4.6
Cc1[nH]c2ccccc2c1C(=O)CSc1ccc(F)cc1	101	-28	6	-2	0	103	15	4	2	0.6
CCOC(=O)c1sc(NC(=O)c2sccc2C)cc1C	71	-33	13	0	1	72	-12	7	-19	-1.8
COc1ccc(C2C=C(c3ccc(Br)s3)Nc3ncnn32)cc1OC (stereo unspecified)	76	-43	7	-2	-1	86	-78	22	-9	-2.9
Cc1nn2c3ccccc3n(C)c2nc1=O	83	-1	4	3	·	87	-2	2	·	-2.0
Cn1c(SCC(=O)N2c3ccccc3Sc3ccc(Cl)cc32)nnc1-c1ccco1	85	-14	14	3	·	91	·	-5	12	-1.0
O=C(Nc1ccc2c(c1)OCCO2)NC12CC3CC(CC(C3)C1)C2	78	-31	6	5	0	71	5	-6	-5	0.5
Cc1nnc(N2CCOCC2)c2nn(-c3ccccc3)c(C)c12	89	-14	8	2	-1	94	-24	-9	6	-2.9
COc1ccc(S(=O)(=O)N2CCOCC2)cc1C(=O)Nc1ccon1	93	-24	6	1	-1	100	13	6	0	-1.1
CCOC(=O)N1CCC(c2nc(C)sc2C(=O)O)CC1	102	-5	4	-2	1	98	·	3	2	-1.2
Cc1ccc(NCc2nnc(SCC(N)=O)n2CCc2ccccc2)cc1	89	-15	12	-2	1	108	-35	-1	-18	-1.3
CCN1C(=O)/C(=C/N2CC(C)CC(C)C2)SC1=S (stereo unspecified)	87	-21	5	1	-1	82	0	4	-15	-2.1
COCC(=O)n1nc(-c2ccc(Cl)cc2)nc1NCc1ccc(F)cc1	75	-54	4	-2	0	68	-7	2	3	-1.5
O=C(C1CCCN(Cc2cccc(F)c2)C1)N1CCCCC1 (stereo unspecified)	95	-31	7	4	-1	91	-10	-6	-4	-2.7
CNC(=S)NNC(=O)c1sccc1OCc1ccc(Cl)cc1Cl	88	-21	3	2	0	77	-4	-7	-18	-4.2
Cc1ccccc1-c1nc(CS(=O)(=O)CC(=O)NCCCN2CCCC2=O)c(C)o1	89	-9	21	1	1	87	-13	2	-10	1.1
Cc1cc(C(=O)N/N=C/c2cccnc2)cs1	95	-31	8	3	-3	96	-5	13	2	-1.6
Cc1cccc(-n2c(=S)[nH]c3c(oc4ccccc43)c2=O)c1	90	-22	16	3	-4	99	33	6	-1	-2.7
Cc1c(-c2ccccc2)[n+](=O)c2c(n1[O-])CCCCC2	96	-40	5	1	·	100	·	5	7	-0.9
Cc1ccc(CNC(=O)Cn2c(=O)c3sccc3n(Cc3ccc([N+](=O)[O-])cc3)c2=O)cc1	13	-47	11	3	-3	22	·	-9	1	-0.1
CCCCOc1cccc(C2(C(=O)O)CCCC2)c1	104	-7	20	4	-1	100	·	-7	28*	-2.3
Cn1c(C(=O)NCCN2CCc3ccccc3C2)cc2c(=O)n(C)c3ccccc3c21	59	-32	9	-2	0	64	0	2	-2	-5.5
O=[N+]([O-])c1cc(C(F)(F)F)ccc1Sc1ccccn1	91	-37	3	3	6	89	·	13	-7	-2.4
Cc1cc2n(n1)C(c1cn(-c3ccccc3)nc1C)Nc1ccccc1-2 (stereo unspecified)	80	-57	4	3	0	91	17	-5	-9	0.5
COC(=O)CSc1nc(N)nc(C)c1Br	103	-61	15	1	-1	99	63*	-4	-8	0.6
NC(=O)CNC(=O)[C@@H]1CC2(CC(c3ccc(Cl)cc3)=NO2)CN1C(=O)c1ccc(Br)cc1 (stereo partly specified)	107	-11	0	2	·	90	9	4	-9	-2.0
O=C(Nc1ccccc1-c1nnn(CC(=O)N2CCc3ccccc3C2)n1)C1CCC1	75	-31	4	5	0	86	1	-17	-10	-5.4
Cc1ccc(-n2c(SCC(=O)Nc3cccc(C)c3)nc3c(oc4ccccc43)c2=O)cc1	80	-16	4	6	-8	90	·	-8	10	-2.2
Cc1oc(C(=O)O)cc1COc1cccc2cccnc12	87	7	4	1	-1	84	-5	2	-24	-2.4
Cc1nc(N2CCOCC2)nc(N2CCN(c3ccccc3)CC2)c1[N+](=O)[O-]	94	-5	4	1	·	101	6	-7	-26	1.0
O=S1(=O)CCC(NS(=O)(=O)/C=C/c2ccccc2)C1 (stereo unspecified)	92	-38	5	-2	-1	92	9	3	-9	-0.6
Cc1ccc2oc(=O)c3cnn(CC(=O)NCCN(C)C)c3c2c1	98	-36	12	-1	·	96	-39	2	-1	-1.5
O=C(COc1cccc2c1CCN(Cc1ccc(Br)cc1)C2=O)NCc1ccco1	100	2	11	5	-1	93	18	-2	-6	0.6
Cc1ccccc1C(=O)Nc1ccc(C(=O)NNC(=O)CCCOc2ccc(Cl)cc2Cl)cc1	87	-61	4	4	·	93	-1	-9	0	-1.0
CC(C)C(O)(C#CCN1CCCCC1)C(C)C	94	-18	11	0	-7	97	-30	-3	2	0.2
O=Nc1c(O)n(Cc2cccc(Cl)c2)c2ccccc12	97	-23	9	3	4	112	-92	20	-22	-1.9

New compounds follow
canonical_smiles	PTEN del growth	BB579 growth dn	Measles CPE	NPY-Y2 antag	Phagocytosis inh	HCT116 bCat-KO	E-sel TNF inh	GALR2 antag	Yeast life ext	MRP1 act
CCC(=O)N1CCc2cc(S(=O)(=O)CCC(=O)Nc3ccc(CC)cc3)ccc21	97	-48	18	1	-2	97	·	-18	7	-0.7
CCN(CC)S(=O)(=O)c1ccc2oc(C(=O)NC(C)C)c(C)c2c1	78	-20	7	3	0	82	-27	5	-12	-0.3
COc1ccc(S(=O)(=O)N2CCCCCC2)cc1NC(=O)Cc1cc(OC)c(OC)c(OC)c1	90	-26	4	1	-1	102	·	14	5	-0.1
Cc1ccc(S(=O)(=O)N2CCOCC2)cc1C(=O)NC(=S)N(Cc1ccccc1)C(C)C	97	-30	22	3	-7	90	18	6	-2	-1.9
Cn1nc(CC(=O)NCCN2C(=O)CSC2=O)c2ccccc2c1=O	91	-13	2	3	2	87	-8	-7	-6	-2.5
Cc1ccc(C(C(=O)NC2CCCCC2)N(CCC(C)C)C(=O)CNC(=O)c2ccco2)o1 (stereo unspecified)	85	-14	4	2	0	104	-5	-9	-20	-3.8
Cc1cccc2cc(CN(Cc3cccs3)C(=S)NCC3CCCO3)c(=O)[nH]c12 (stereo unspecified)	79	-17	9	1	-6	84	·	-9	1	1.4
CSc1ncccc1-c1nc2ccccc2[nH]1	72	-25	2	-1	-2	69	-11	-1	-11	-4.2
COC(=O)C1=NN(c2cccc(C)c2)C2C(=O)N(c3ccccc3OC)C(=O)C12 (stereo unspecified)	89	-27	11	2	-10	90	73*	11	-1	-1.7
COc1ccc(CN2CCN(C(=O)c3cccnc3)CC2)cc1Br	105	17	1	1	0	97	·	10	-4	-2.4
O=C(Oc1cccnc1)c1cc(S(=O)(=O)N2CCCCC2)ccc1Cl	107	-16	4	1	-1	100	·	4	-3	0.1
CC(C)c1ccc2c(c1)C(c1ccc(N3CCOCC3)cc1)=NNC(c1cccs1)=N2	57	-34	15	4	·	76	-42	-2	1	-0.9
